# Source: PubChem
# FXIa inh: human FXIa protease inhibitors, primary screen, biochemical, single compound per well | Coagulation factor XI (Homo sapiens), P03951 | purified human FXIa, fluorogenic AMC substrate cleavage | inhibition, % at 10 µM | 33,000 compounds, 0.3% hits | AID 687, 2007;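 active = inhibition above 40% in the primary screen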;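 note: 0% = enzyme without compound and 100% = blank wells lacking enzyme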
# Target sequence (P03951 19-387 limits assumed): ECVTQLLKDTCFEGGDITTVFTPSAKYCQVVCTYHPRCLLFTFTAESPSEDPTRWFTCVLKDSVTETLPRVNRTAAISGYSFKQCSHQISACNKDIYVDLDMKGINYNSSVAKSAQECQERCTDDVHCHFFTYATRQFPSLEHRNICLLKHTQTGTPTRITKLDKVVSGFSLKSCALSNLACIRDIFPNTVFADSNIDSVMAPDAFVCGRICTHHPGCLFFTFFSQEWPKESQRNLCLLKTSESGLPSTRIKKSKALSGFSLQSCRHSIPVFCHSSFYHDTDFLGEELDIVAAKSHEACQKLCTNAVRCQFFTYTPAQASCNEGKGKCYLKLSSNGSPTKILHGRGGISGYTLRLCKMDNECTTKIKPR
# Target sequence (P03951 388-625 limits assumed): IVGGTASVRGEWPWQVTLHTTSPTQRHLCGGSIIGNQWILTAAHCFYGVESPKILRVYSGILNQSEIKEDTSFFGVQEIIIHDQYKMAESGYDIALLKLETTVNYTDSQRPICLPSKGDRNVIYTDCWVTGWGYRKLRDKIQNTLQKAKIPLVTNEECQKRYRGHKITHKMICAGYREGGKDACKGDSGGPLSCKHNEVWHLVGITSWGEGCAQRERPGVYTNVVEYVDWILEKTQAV
# FXIIa single: human FXIIa protease inhibitors, primary screen, biochemical, single well; Coagulation factor XII (Homo sapiens), P00748; purified human FXIIa, AMC substrate fluorescence, 2 h; inhibition, % at 10 µM; 33,000 compounds, 0.2% hits; AID 701, 2007; in the data active = inhibition above about 30%;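 note: 0% = enzyme with vehicle only and 100% = no enzyme blank; many of its hits are not listed in these tables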
# * hit, by the source's call.
FXIa inh	FXIIa single	SMILES
-2	19	Clc1ccc2c(c1)CCc1cccnc1C2=C1CCNCC1
-5	1	CN(C)/C=C1/C=C(c2ccccc2)OC1=O
-5	2	CCNc1nc(SCCOc2ccccc2)nc(N(C)C)n1
22	-15	CC(=O)N(CCC(c1ccccc1)c1ccco1)Cc1cccs1 (configuration not stated)
1	-1	COc1ccc(S(=O)(=O)NCc2ccc3c(c2)cc(C)n3C)cc1
-3	2	O=C(Nc1ccccc1)N1CCCC(c2nc(-c3cccs3)no2)C1 (configuration not stated)
-2	2	Cc1ccc(C(=O)N/N=C/c2ccc(S(=O)(=O)O)o2)c(Cl)c1
4	8	O=C(c1cccc(N2CCCC2=O)c1)N1CCOCC1
12	4	Cc1ccc(NC(=O)c2ccc(OC(=O)c3cc4ccccc4o3)cc2)cc1
-10	-11	CC(C)CC(=O)NCCc1ccncc1
16	-13	CCOCCc1nnc(NC(=O)Cc2ccc(Br)cc2)s1
-2	1	COc1ccc(OC)c(C(=O)Cn2nnc3ccccc3c2=O)c1
5	8	CCN(CC)S(=O)(=O)c1cccc(C(=O)Nc2sc3c(c2C(N)=O)CCCC3)c1
2	6	COc1cc(-c2nc(-c3ccccc3)c(-c3cccs3)[nH]2)cc(OC)c1OC
5	2	COc1ccc(NC(=O)CCCCCN2C(=O)CCC2=O)cc1Cl
3	3	CCN1CCN(Cc2ccc(OCc3ccccc3)c(OC)c2)CC1
-5	12	CS(=O)(=O)N(Cc1ccccc1)c1ccc(C(=O)NCCSCc2ccco2)cc1
9	8	Cc1c(N/C=C/C(=O)c2ccc(Cl)cc2)c(=O)n(-c2ccccc2)n1C
3	10	O=C(CCCn1c(SCC(=O)c2ccc(F)cc2)nc2ccccc2c1=O)NCc1ccccc1
-4	14	COc1cccc(C(=O)CSc2nnnn2C)c1
-5	6	CCOc1ccc(CN(Cc2ccco2)S(=O)(=O)c2ccc(-n3cnnn3)c(OC)c2)cc1
-7	6	CCNC(=O)CSc1nnc(-c2ccc(OC)cc2)n1CC(C)C
11	2	CCN(c1ccccc1)S(=O)(=O)c1ccc(N)c(OC)c1
3	10	CC(=O)OCc1nc2sc(C)c(C)c2c(=O)[nH]1
7	5	Cc1ccc(-n2cnnn2)c2cccnc12
4	2	c1ccc(-c2nnc3ccc(N4CCCC4)nn23)cc1
0	2	O=C(Nc1nccs1)C1CCN(S(=O)(=O)c2ccc(Cl)c(C(F)(F)F)c2)CC1
-2	6	CCOC(=O)CSc1nnc(-c2cccs2)n1-c1ccccc1
-1	4	CCc1ccc2nc(SCC(=O)N3CCCCC3)c(C#N)cc2c1
1	7	Cn1cc(CC(=O)Nc2cccc(C#N)c2)c2ccccc21

# Some of these compounds in order of their number in FXIIa single, ascending.
FXIa inh	FXIIa single	SMILES
-5	1	CN(C)/C=C1/C=C(c2ccccc2)OC1=O
7	5	Cc1ccc(-n2cnnn2)c2cccnc12
-5	6	CCOc1ccc(CN(Cc2ccco2)S(=O)(=O)c2ccc(-n3cnnn3)c(OC)c2)cc1

# Additional records.
FXIa inh	FXIIa single	SMILES
-12	-13	CSc1ccccc1NC(=O)c1c(Br)cnn1C
8	7	C[N+]1(C)CCC(=C2c3ccccc3CC(=O)c3sccc32)CC1
-2	0	CCOc1cc(C(=O)N2CCCC2)cc(OCC)c1OCC
1	7	CCc1nc2oc3ccccc3c(=O)c2c(=O)n1Cc1ccccc1
7	4	Cc1cccc(C(=O)NCCCN2CCCC2=O)c1
-8	-2	CCOc1ccc(NC2=NCC(=O)N2Cc2cccs2)cc1
29	-18	CCC(C)[C@H](NC(=O)OC(C)(C)C)c1nnc(SCc2c(C)[nH]c(=O)[nH]c2=O)o1 (some centres not stated)
-9	5	COC(=O)Cc1c(C)c2ccc(OCC(=O)N(C)C)cc2oc1=O
-5	-7	Cn1c(SCc2ccccc2Cl)nc2ccccc21
-7	5	Fc1ccc(-c2nnc(CSc3nnc(-c4cccs4)o3)o2)cc1
32	-13	COc1ccc(C(=O)CC(c2ccccc2)C2C(=O)CCCC2=O)cc1 (configuration not stated)
15	-12	O=C1NC(=O)c2cc(NC(=O)C3CCCO3)ccc21 (configuration not stated)
3	5	O=C(COC(=O)c1ccccc1)Nc1ccccc1N1CCOCC1
7	4	CCCCOc1ccc(C(=O)Nn2cnnc2)cc1
-10	6	COC(=O)c1ccc(C(=O)OC)c(NC(=O)CSc2cccc[n+]2[O-])c1
2	5	COc1cc(-c2cc(C(F)(F)F)n3ncc(C(=O)O)c3n2)cc(OC)c1OC
-2	5	O=C(O)c1ccccc1C(=O)c1cccs1
-11	5	CCCCS/C(N)=N/N=C/c1cc(C)ccc1O
-7	2	O=C(NC1CCCCC1)C1CC(=O)N(CCc2ccccc2)C1 (configuration not stated)
-4	6	c1ccc(-c2nn3c(C4COc5ccccc5O4)nnc3s2)cc1 (configuration not stated)
-1	4	CCOc1ccc(-c2nc(C)sc2CC(=O)O)cc1
0	7	CCC(=O)Nc1ccc(Cl)c(NC(=O)C(C)C)c1
-1	8	COC(=O)[C@H](CCSC)NC(=O)NCCc1ccccc1F
0	14	O=C1CC(C(=O)Nc2ccc(F)c(Cl)c2)N=C(N2CCCCC2)N1 (configuration not stated)
3	1	Cc1ccc(-n2ncc(C#N)c2/N=C/N(C)C)cc1
1	3	CCOC(=O)C1C(C)N=C2SCC(=O)N2C1c1cccc(Br)c1 (configuration not stated)
-9	18	Cc1cc2cc(C(c3nnnn3Cc3ccco3)N3CCCCC3)c(=O)[nH]c2cc1C (configuration not stated)
-6	9	CCCCCCc1nc2ccccc2c(=O)n1NC(=O)c1c(O)c2cccc3c2n(c1=O)CCC3
5	-3	COc1cc(C2C(C(C)=O)=C(O)C(=O)N2CCN2CCOCC2)ccc1O (configuration not stated)
-2	6	O=C(c1ccco1)N1CCN(C(c2cccs2)c2nnnn2C2CCCC2)CC1 (configuration not stated)

# 27 of the compounds above, as comma-separated lines:
smiles,FXIa inh,FXIIa single
C[N+]1(C)CCC(=C2c3ccccc3CC(=O)c3sccc32)CC1,8,7
CCOc1cc(C(=O)N2CCCC2)cc(OCC)c1OCC,-2,0
CCc1nc2oc3ccccc3c(=O)c2c(=O)n1Cc1ccccc1,1,7
Cc1cccc(C(=O)NCCCN2CCCC2=O)c1,7,4
CCOc1ccc(NC2=NCC(=O)N2Cc2cccs2)cc1,-8,-2
CCC(C)[C@H](NC(=O)OC(C)(C)C)c1nnc(SCc2c(C)[nH]c(=O)[nH]c2=O)o1 (some centres not stated),29,-18
COC(=O)Cc1c(C)c2ccc(OCC(=O)N(C)C)cc2oc1=O,-9,5
Cn1c(SCc2ccccc2Cl)nc2ccccc21,-5,-7
Fc1ccc(-c2nnc(CSc3nnc(-c4cccs4)o3)o2)cc1,-7,5
COc1ccc(C(=O)CC(c2ccccc2)C2C(=O)CCCC2=O)cc1 (configuration not stated),32,-13
O=C1NC(=O)c2cc(NC(=O)C3CCCO3)ccc21 (configuration not stated),15,-12
O=C(COC(=O)c1ccccc1)Nc1ccccc1N1CCOCC1,3,5
CCCCOc1ccc(C(=O)Nn2cnnc2)cc1,7,4
COC(=O)c1ccc(C(=O)OC)c(NC(=O)CSc2cccc[n+]2[O-])c1,-10,6
COc1cc(-c2cc(C(F)(F)F)n3ncc(C(=O)O)c3n2)cc(OC)c1OC,2,5
O=C(O)c1ccccc1C(=O)c1cccs1,-2,5
CCCCS/C(N)=N/N=C/c1cc(C)ccc1O,-11,5
O=C(NC1CCCCC1)C1CC(=O)N(CCc2ccccc2)C1 (configuration not stated),-7,2
c1ccc(-c2nn3c(C4COc5ccccc5O4)nnc3s2)cc1 (configuration not stated),-4,6
CCOc1ccc(-c2nc(C)sc2CC(=O)O)cc1,-1,4
CCC(=O)Nc1ccc(Cl)c(NC(=O)C(C)C)c1,0,7
COC(=O)[C@H](CCSC)NC(=O)NCCc1ccccc1F,-1,8
O=C1CC(C(=O)Nc2ccc(F)c(Cl)c2)N=C(N2CCCCC2)N1 (configuration not stated),0,14
Cc1ccc(-n2ncc(C#N)c2/N=C/N(C)C)cc1,3,1
CCOC(=O)C1C(C)N=C2SCC(=O)N2C1c1cccc(Br)c1 (configuration not stated),1,3
Cc1cc2cc(C(c3nnnn3Cc3ccco3)N3CCCCC3)c(=O)[nH]c2cc1C (configuration not stated),-9,18
CCCCCCc1nc2ccccc2c(=O)n1NC(=O)c1c(O)c2cccc3c2n(c1=O)CCC3,-6,9

# (more compounds)
FXIa inh	FXIIa single	SMILES
-5	5	Cc1oc(C(=O)O)cc1COc1ccc2c(C)cc(=O)oc2c1
-3	-1	O=C(O)CSCC(=O)Nc1cccc2ccccc12
-4	1	Cc1cc(C(F)(F)F)c2c(N)c(C(=O)Nc3cc(C)on3)sc2n1
-6	6	Cn1c(SCC(=O)NCc2ccccc2)nnc1-c1ccc(NC(=O)CCc2ccccc2)cc1
-3	4	Cn1c(=S)[nH]c2ccccc21
-6	4	CCN(CC)S(=O)(=O)c1cccc(-c2nnc(SCc3nnc(-c4cccs4)o3)n2N)c1
3	1	O=c1c2ccccc2n2nnnc2n1-c1ccccc1
1	10	C=CCSc1nc(-c2ccccc2)c(C#N)c(=O)[nH]1
0	4	CCOCCCNS(=O)(=O)c1ccc(-n2cnnn2)c(OC)c1
3	8	COc1ccccc1-n1c(=O)[nH]c2c(C(N)=O)nc(C3CCCCC3)nc21
-1	5	CCOc1ccc(-n2c(=O)[nH]cc(C(=O)N3CCCc4ccccc43)c2=O)cc1
5	7	CCCCSc1nc2c(=O)[nH][nH]c(=O)c2n1Cc1ccccc1
-8	3	Clc1ccc(-c2nnc(C34CC5CC(CC(C5)C3)C4)o2)cn1
2	-9	Cc1ccc(C(=O)N2CCOCC2)cc1S(=O)(=O)Nc1cccc(C)c1C
4	2	Cc1ccc(CN2CCN(CC(=O)N3CCc4ccccc4C3)C2=O)cc1
-4	3	O=C(NC1CCN(Cc2ccccc2)CC1)c1cc(-c2ccccn2)nc2ccccc12
2	7	Cc1ccc(C)c(-n2nnnc2SCC(=O)c2ccc3c(c2)NC(=O)CO3)c1
2	4	O=C1CSc2nc3ccccc3n21
4	6	CN(C(=S)NC1=CCS(=O)(=O)C1)C1CCCCC1
-1	4	COc1ccc(N(C(=O)c2ccco2)S(=O)(=O)c2ccc(F)cc2)cc1
0	8	CCOc1ccc(Cl)cc1S(=O)(=O)N1CCCC1
-8	3	CC(C)c1nnc(NC(=O)CCC(=O)NC2CCCCCCC2)s1
-4	4	CCN(Cc1ccccc1)C(c1cc2ccc(C)cc2[nH]c1=O)c1nnnn1CCOC (configuration not stated)
11	7	O=C(CN1CCN(Cc2cccc(Cl)c2)C1=O)NCC1CCCO1 (configuration not stated)
38	-15	Cc1ccccc1NC(=O)c1cccc(OCc2c(C)noc2C)c1
8	4	NC(=O)c1c(NC(=O)c2cc3ccccc3o2)sc2c1CCC2
5	2	Brc1ccccc1-c1nnc(COc2cccc3cccnc23)o1
-1	-18	Cc1cc(C)n(-c2cc(=O)n(C)c(=O)n2C)n1
0	4	CCC(C)(C)n1nnnc1C(c1ccc2ncccc2c1)N1CCN2CCCC2C1 (configuration not stated)
6	13	COCc1cc(=O)[nH]c(Nc2nc(C)c3cc(OC)ccc3n2)n1
-7	9	COc1ccc(CCNC(=O)CN2CCN(S(=O)(=O)c3ccc(Cl)cc3)CC2)cc1OC

# A portion of the library; count on the stated rates, not on these rows.
